# Assay outcomes: PubChem BioAssay, Fisher Drug Discovery Resource Center
# NPYLR7 agonist – activates Aedes aegypti NPYLR7 receptor; HEK293T NPYLR7/Galpha15, GCaMP6s calcium fluorescence; activation, % at 10 µM; hit rate 0.15% among 270,000; in the data active = activation above about 40%;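 also: 0% = vehicle and 100% = reference agonist at the receptor; some compounds past the cut are filed as inactive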
# hcGAS inh – inhibitors of human cGAS. Q8N884. recombinant h-cGAS, ATP depletion, Kinase-Glo luminescence. hit rate 0.081% among 290,000. inhibition, % at 12.5 µM. AID 1259398;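 also: 0% = vehicle reaction and 100% = reaction without DNA for no activity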
# Target sequence (Q8N884 whole entry, looked up): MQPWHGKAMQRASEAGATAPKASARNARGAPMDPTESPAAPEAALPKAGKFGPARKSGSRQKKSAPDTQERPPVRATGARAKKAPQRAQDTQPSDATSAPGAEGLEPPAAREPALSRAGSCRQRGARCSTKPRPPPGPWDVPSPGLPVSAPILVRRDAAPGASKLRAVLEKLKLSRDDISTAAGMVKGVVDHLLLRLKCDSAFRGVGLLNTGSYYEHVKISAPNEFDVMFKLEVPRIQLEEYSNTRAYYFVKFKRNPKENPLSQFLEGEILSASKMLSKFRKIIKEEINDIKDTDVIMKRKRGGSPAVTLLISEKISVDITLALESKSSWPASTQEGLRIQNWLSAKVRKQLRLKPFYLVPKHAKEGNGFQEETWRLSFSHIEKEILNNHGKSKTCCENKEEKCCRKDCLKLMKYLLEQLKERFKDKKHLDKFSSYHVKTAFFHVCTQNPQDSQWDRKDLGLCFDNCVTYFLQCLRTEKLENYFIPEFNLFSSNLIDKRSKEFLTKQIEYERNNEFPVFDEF
# mcGAS inh – inhibitors of mouse cGAS | inhibition, % at 12.5 µM | recombinant cGAS, Kinase-Glo ATP depletion luminescence | hit rate 0.15% among 160,000 | Q8C6L5;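 also: 0% = negative control wells and 100% = reference inhibitor with no enzyme activity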
# * = called active by the depositor; nt = no result given; & = joins results of further samples. Rule as the data show it, unless noted: active = inhibition above about 40%; inactive = the rest.
SMILES,NPYLR7 agonist,hcGAS inh,mcGAS inh
CCCc1ncncc1C(=O)N1CCc2onc(-c3ccc4c(c3)OCO4)c2C1,1,-6,nt
O=C(c1ccc2c(c1)OCO2)N(Cc1c(-c2ccccc2)noc1N1CCCCC1)C1CC1,15,-4,-7
C[C@H](NC(=O)CN1Cc2ccc(-c3ccc(C#N)cc3)nc2C1=O)c1ccc(F)cc1,13,-4,-7
CC(Nc1ccc(OCc2cccnc2)c(Cl)c1)C(=O)NC(N)=O (stereo not given),-9,1,4
COc1ccc(CN2CCN(Cc3ccc(-n4cccn4)cc3)CC2CCO)c(F)c1 (stereo not given),-8,-2,nt
CCSC1=C(C#N)C(=O)NC(C(C)C)S1 (stereo not given),4,-1,nt
Cc1cc(N2CCCN(CC3CCOC3)CC2)ccn1 (stereo not given),2,1,1
CC1(C)ON=C(c2ccc3c(c2)OCO3)N(Cc2ccc(F)cc2)C1=O,3,-2,nt
NC(=O)Cn1nc(-c2cccc3ccccc23)ccc1=O,7,-6,nt
COc1cn(-c2ccccc2)nc1C(=O)OC1CCCCNC1=O (stereo not given),4,-7,nt
CCCn1c(=O)c2sc(N3CCCCC3)nc2n(CC(=O)Nc2ccc(F)cc2F)c1=O,6,-2,nt
CCOC(=O)c1ccc2c(c1)sc(=NC(=O)c1ccn(C)n1)n2CC,nt,-4,-9
Cn1c(C(=O)NCCN2CCOCC2)cc2c(=O)n3ccccc3nc21,12,-6,-6
O=C(Nc1ccc(Oc2ccccc2Cl)cc1)N1CCOC2CCCCC21 (stereo not given),1,-6,-6
CCOCCCN(c1ccc(C#N)cc1)S(C)(=O)=O,0,-8,nt
O=C(Nc1ccccc1)c1cc(C2CCCCN2C(=O)OCCF)on1 (stereo not given),-2,0,-2
CS(=O)(=O)c1cccc(Oc2cc(Cl)nc(N)n2)c1,0,5,nt
O=C1C2C3C=CC(C3)C2C(=O)N1c1cccc([N+](=O)[O-])c1 (stereo not given),0,-6,-7
O=C(C1CC1c1cccc(Br)c1)N1CCc2c(CN3CCCC3)cccc21 (stereo not given),6,-8,nt
O=[N+]([O-])c1cnn(-c2nc(-c3ccccc3)cc(C(F)(F)F)n2)c1,4,-6,nt

# In the list so far, 6 contain fluorine.
SMILES,NPYLR7 agonist,hcGAS inh,mcGAS inh
C[C@H](NC(=O)CN1Cc2ccc(-c3ccc(C#N)cc3)nc2C1=O)c1ccc(F)cc1,13,-4,-7
COc1ccc(CN2CCN(Cc3ccc(-n4cccn4)cc3)CC2CCO)c(F)c1 (stereo not given),-8,-2,nt
CC1(C)ON=C(c2ccc3c(c2)OCO3)N(Cc2ccc(F)cc2)C1=O,3,-2,nt
CCCn1c(=O)c2sc(N3CCCCC3)nc2n(CC(=O)Nc2ccc(F)cc2F)c1=O,6,-2,nt
O=C(Nc1ccccc1)c1cc(C2CCCCN2C(=O)OCCF)on1 (stereo not given),-2,0,-2
O=[N+]([O-])c1cnn(-c2nc(-c3ccccc3)cc(C(F)(F)F)n2)c1,4,-6,nt

# (more compounds)
SMILES,NPYLR7 agonist,hcGAS inh,mcGAS inh
O=S(=O)(c1ccc(Cl)s1)N1CCN(c2ccc(F)cc2)CC1,-2,-2,nt
CC(C)(C)C(C(=O)N1CCC(C(=O)NCC#N)(c2ccccc2)CC1)n1cccc1 (stereo not given),7,-6,nt
Cc1ccsc1[C@@H]1CCN(C(=O)c2cc3cccnc3nc2C)C[C@H]1O,4,0,nt
CCN(Cc1noc(CC(C)C)n1)C(=O)c1nn(C)c2ccccc12,13,-10,nt
CCc1nc(NCCNC(=O)c2ccc(C(C)(C)C)cc2)c2ccc(Cl)cc2n1,15,-7,-6
Cc1c(-c2ccccc2)oc2c(C(=O)N3CCOC(C)C3)cccc2c1=O (stereo not given),1,-12,nt
COC(=O)C1=CN(C)C=C(C(=O)OC)C1c1ccc(Cl)s1,12,-9,-5
COc1nc(-c2ccc(C)cc2)n(-c2cccc(NC(=O)c3ccc(C(F)(F)F)cc3)c2)n1,2,-6,-7
CC(C)OCCn1ccnc1-c1ccc(Cl)s1,18,-3,nt
COc1ccc2c(c1)OC(C)CN(CCC(=O)NCCCc1ccncc1)C2 (stereo not given),32,-5,-11
O=[N+]([O-])c1ccc(Sc2nnnn2-c2ccccc2)c([N+](=O)[O-])c1,3,-7,72*
Cc1cc(NC(=O)Cn2c(=CC(=O)C(C)(C)C)sc(=Cc3ccc(C)s3)c2=O)no1,14,1,-3
CCOC(=O)N1CCN(C(=O)CSc2ncc(CO)n2Cc2ccc(C)cc2)CC1,-2,-8,-9
CC(C)NC(=O)C1=COC2=NC(=O)NCCN12,-2,-5,nt
Cn1c(=O)n(Cc2ccccc2)c(=O)c2c1nc1n2CCCN1Cc1ccccc1,3,-5,-2
CN(C)c1cccc(NC(=O)c2cc(NCc3cnn(C)c3)cc(S(=O)(=O)N3CCCC3)c2)c1,17,4,-5
COCCN(Cc1ccc(OC)c(OCc2nc(CO)cs2)c1)C(=O)c1cccc(F)c1,6,-5,-5
Cc1nc2ncnn2c(N2CCN(C(=O)c3cc(Cl)cnc3Cl)CC2)c1Cc1ccccc1,nt,-3,-7
Cc1ccc(OCC(=O)NNC(=O)c2cccc(C)c2)cc1,-4,-7,nt
O=[N+]([O-])c1cc(-c2nnc(C34CC5CC(CC(C5)C3)C4)o2)cc([N+](=O)[O-])c1,0,-7,nt
CCCSc1ncccc1C(=O)N(Cc1ccc(F)cc1)Cc1nc2cc(Cl)ccc2o1,1,0,1
O=C(CN1C(=O)NC2(CCOc3ccccc32)C1=O)N1CCCCCCC1 (stereo not given),-3,-6,nt
COC(=O)c1ccc(/C=C2\SC(=S)N(C(C)C(=O)O)C2=O)cc1 (stereo not given),-3,-2,-6
O=C(Nc1nc(-c2ccco2)cs1)c1c[nH]c(C(=O)N2CCCC2)c1,-4,-3,nt
COc1cccc(C2CCCN2c2nccc(-c3cn(C)nc3C)n2)c1 (stereo not given),20,-1,nt
CCOC(=O)c1ccc2c(c1)nc(SCc1cc(Cl)ccc1F)n2Cc1ccco1,3,-3,-7
Cc1nc(CC(=O)NC2CCc3[nH]c4c(C)cc(Cl)cc4c3C2)c(C)s1 (stereo not given),0,-4,-6
CCc1nnc(CN(CC)C(=O)c2ccc3cccc(Cl)c3n2)o1,0,-5,nt
COC(=O)C1=C(C)N(C)C(=S)NC1c1ccccc1 (stereo not given),3,-7,-4
Cc1nn(-c2ccccc2)c(C)c1C=C(C#N)C(=O)Nc1nccs1,-1,-2,-4
CN1CCC(Cn2ccnc2-c2ccccn2)(c2ccccc2)CC1,8,-8,nt
COc1cc(C(C)=O)ccc1OCCOCCN1CCN(Cc2ccccc2)CC1,5,-3,nt
CC1(C(=O)NC2CCc3cc(Cl)ccc32)CCCO1 (stereo not given),-23,-4,nt
COc1c(C)cc(-c2ccc(C)nn2)cc1C,-2,-6,nt
Cc1ccc(CN(Cc2ccc3c(c2)OCO3)C(=O)CN(CCN2CCOCC2)C(=O)c2cccc(Br)c2)o1,30,-6,-7
CCN(CC)C(=O)c1ccc(Nc2nnc(-c3ccc(C)c(S(N)(=O)=O)c3)c3ccccc23)cc1,-14,-3,nt
CC(=O)c1ccc(OCC(=O)N2CCSC2=NCc2ccccc2)cc1,1,-11,nt
O=C(c1cc(Cl)sc1Cl)N1CCN(Cc2cc(=O)c(OCc3ccccc3Cl)co2)CC1,23,-11,-7
O=C(c1cc2ccccc2oc1=O)N1CCN(C(c2ccccc2)c2ccccc2)CC1,11,-4,-6
CC(=O)c1cccc(-n2c(CCc3ccccc3)n[nH]c2=O)c1,11,-2,nt
c1ccc(-c2nnc(Sc3ncnc4c3oc3ccccc34)o2)cc1,1,-3,-3
Cc1ccc(Cn2nccc2NC(=O)c2cccnc2SC(F)F)o1,-5,-5,nt
S=c1[nH]cc(-c2ccc(Br)cc2)[nH]1,0&3,-3&-3,-9
CCc1nc(SCC(=O)N2CCCC(Cc3ccc(F)cc3)C2)n[nH]1 (stereo not given),10,-2,nt
Cc1cc(-c2nccn2-c2ccc(CO)cc2)cc(C)c1O,4,-8,nt
COC(=O)c1ccccc1C=C1N=C(c2ccccc2Cl)OC1=O,2,-3,4
COC(=O)CCN(C(=O)Cc1cccc(C)c1)C(C)C,2,1,nt
COc1cccc(N2C[C@@H]3C[C@@H](c4cccs4)N4CCC[C@@]34C2=O)c1,0,-8,nt
COc1ccccc1C(=O)N1CCN(c2nccc(-c3ccco3)n2)CC1,5,-5,-8
CC(=O)C(C)Sc1nc2cc(S(=O)(=O)N3CCOCC3)ccc2n1CCCN1CCOCC1 (stereo not given),-6,3,1
COc1ccc(-c2ccccc2)cc1NCC1CC=CCC1 (stereo not given),-13,-3,nt
Cc1ccc(C(=O)N2CCN(c3ccc([N+](=O)[O-])cc3Cl)CC2)cc1,2,-5,-6
CCOc1cc(-c2[nH]c(=S)[nH]c(=O)c2C#N)ccc1O,-14,7,nt
CC1CC(CC(C)C(=O)Nc2nncs2)C(=O)O1 (stereo not given),15,1,-2
CC(CNC(=O)c1ccc[nH]1)Sc1ccc(Br)cc1 (stereo not given),-3,4,-3
Cc1cc2c(cc1C)C(=O)c1cc(C)c(C)cc1C2=O,-3,-3,-10
COc1ccc(-c2nc3cc(C)ccn3c2NC(=O)CSc2ccccc2)cc1OC,0,-3,-6
Cc1cc(C(=O)NCC2CCCCC2)c2nc3n(c2n1)CCCCC3,-2,2,nt
CC(C(=O)O)N1C(=O)/C(=C/c2cccc([N+](=O)[O-])c2)SC1=S (stereo not given),-1,-1,-5
C=CC[C@@H]1Cc2ccccc2[C@@H](C)N1,10,-1,nt

# 2 records drawn at random from those above, as already listed:
SMILES,NPYLR7 agonist,hcGAS inh,mcGAS inh
S=c1[nH]cc(-c2ccc(Br)cc2)[nH]1,0&3,-3&-3,-9
Cc1ccc(Cn2nccc2NC(=O)c2cccnc2SC(F)F)o1,-5,-5,nt

# (further entries)
SMILES,NPYLR7 agonist,hcGAS inh,mcGAS inh
O=C(c1ccc(-c2cc(-c3ccc(N4CCCCC4)cc3)n[nH]2)cc1)N1CCc2ccccc2C1,-1,-9,-8
COc1ccc(NC(=O)c2ccc(Br)o2)cn1,1,-7,nt
CCn1cnnc1CCNC(=O)c1oc2cc(C)ccc2c1C,12,0,nt
CC(C)c1n[nH]c2c1CN(C(=O)c1cccc3ccnn13)CC2,5,-5,-15
COc1ccc(CNC(=O)CC[C@]23CC[C@](C)(O)C[C@H]2C(C)(C)C[C@@H]3NC(=O)c2cccnc2)cc1,-13,-6,-8
COC(=O)c1ccc(CSc2nnc(-c3cccs3)n2-c2cccc(C)c2)o1,0,0,-3
CCCCCCCCCCCCc1nc(-c2ccc(Cl)cc2)no1,-5,-1,-7
Cc1cc(C2=NNC(=NCC3CCCO3)SC2)c(C)n1-c1ccc(F)cc1 (stereo not given),5,-4,nt
